# Bioassay records as filed in PubChem.
# Shiga toxin inh: Shiga toxin inhibition; 290,000 compounds, 9.2% hits; inhibition, % at 38.7 µM; Vero cells, Shiga toxin protein synthesis inhibition reporter; in the data active = inhibition mostly above about 28%, no sharp cut-off; inactive = mostly below about 43%; note: 0% is about no effect
# TbPYK inhibitor: blocks Trypanosoma brucei pyruvate kinase; Q57TT1; TbPYK enzyme, Kinase-Glo Plus ATP luminescence, 45 min; Potency, µM (doses to about 76.8 µM), for inactives: top-dose activity, negative = inhibition, actives largely listed as inhibitors; 410,000 compounds, 0.12% hits; AID 624173; note: potency is the fitted concentration of half-maximal effect; % is set by controls: 0 for no effect and ±100 for the full control effect; nearly all actives have a fitted effect of over 50% in size
#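 Activity of T. brucei pyruvate kinase was followed by Kinase-Glo Plus luminescence after the enzyme reacted 45 min at room temperature with 130 uM ADP (final) and substrate. Test compounds were added before ADP at multiple concentrations.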
# AMA1-RON2 inh: disrupts binding of P. falciparum AMA1 to RON2. 360,000 compounds, 0.2% hits. Potency, µM (top dose mostly 58.2 µM), for the others: top-dose activity change, negative = inhibition, most hits filed as inhibitors. AlphaScreen AMA1-biotinylated RON2 peptide binding;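 note: potency is the fitted concentration of half-maximal effect; 0% = vehicle wells and -100% = peptide control; nearly all actives have a fitted effect of over 45% in size; some results filed as inactive show a strong effect at the top dose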
#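 AMA1 (3D7) with his tag at 25 nM final met compounds first, then biotinylated RON2 peptide at 25 nM; detection used donor plus acceptor beads, 10 µg/mL apiece, read by AlphaScreen after 30 min at room temperature.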
# Pf growth 48h: P. falciparum growth inhibition at 48 hours (one generation). 310,000 compounds, 5.9% hits. P. falciparum luciferase growth in erythrocytes, 48 h. Potency, µM (doses to about 28.7 µM), for inactives: top-dose activity change, negative = inhibition, usual class: inhibitors. AID 504832; note: potency is the fitted concentration of half-maximal effect; % is set by controls: 0 for no effect and ±100 for the full control effect
#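 A one-generation exposure of luciferase-tagged malaria parasites in RPMI 1640/Albumax erythrocyte culture, 37 C and 5% CO2. Inhibition is inferred from decreased luminescence after adding detection reagent.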
# LmPK inhibitor: blocks Leishmania mexicana pyruvate kinase activity; Potency, µM (top dose mostly 57.5 µM), without a hit: top-dose activity change, negative = inhibition, usual class: inhibitors; 290,000 compounds, 0.37% hits; Q27686; AID 1721; purified LmPK, Kinase-Glo ATP luminescence, 1 h; note: potency is the fitted concentration of half-maximal effect; % is set by controls: 0 for no effect and ±100 for the full control effect
# Target sequence (Q27686 whole entry, looked up): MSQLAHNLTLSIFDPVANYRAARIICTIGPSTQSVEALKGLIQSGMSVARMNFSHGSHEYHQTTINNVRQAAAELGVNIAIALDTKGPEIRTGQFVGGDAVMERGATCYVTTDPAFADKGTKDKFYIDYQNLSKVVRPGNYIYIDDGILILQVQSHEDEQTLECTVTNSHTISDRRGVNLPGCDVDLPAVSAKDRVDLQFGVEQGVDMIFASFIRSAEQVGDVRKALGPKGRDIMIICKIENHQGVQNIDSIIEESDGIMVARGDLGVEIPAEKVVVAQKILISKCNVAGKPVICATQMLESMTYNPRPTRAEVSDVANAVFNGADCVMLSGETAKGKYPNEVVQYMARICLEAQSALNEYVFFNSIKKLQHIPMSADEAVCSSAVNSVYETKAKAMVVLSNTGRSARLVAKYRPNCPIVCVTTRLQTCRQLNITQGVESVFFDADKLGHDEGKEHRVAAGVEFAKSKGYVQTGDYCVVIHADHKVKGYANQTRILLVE
#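 Pyruvate kinase activity monitored as ATP production (luciferase luminescence). Conditions: 0.1 nM enzyme, 0.5 mM PEP, 0.1 mM ADP, 1 h, RT; normalized against uninhibited and no-enzyme wells.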
# Pf growth 96h: inhibits malaria parasite growth, 96 h; P. falciparum luciferase reporter growth, 96 h; Potency, µM (doses to about 28.7 µM), for the others: at the top dose activity change, negative = inhibition, actives largely listed as inhibitors; 320,000 compounds, 6.9% hits; note: potency is the fitted concentration of half-maximal effect; % is set by controls: 0 for no effect and ±100 for the full control effect
#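 Compounds incubated with erythrocytes infected by luciferase-expressing P. falciparum (2% hematocrit, 0.05% parasitemia final) for 96 hours, 37 C in 5% CO2. Growth inhibition scored as decreased luciferase luminescence.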
# CHX counter: affects cycloheximide protein synthesis inhibition readout, counter-screen. cell reporter, cycloheximide protein synthesis inhibition counterscreen. max response, %. 300,000 compounds, 12% hits. AID 2314; in the data active = max response mostly above about 13%, no sharp cut-off; inactive = mostly below about 14%; note: read at 38.3 µM for the half of the compounds with a filed dose; 0% is about no effect
# Active calls of the source: *; i = inactive; ? = inconclusive; · = not tested or not shown; [ ] = another dose, or the depositor's remark. Unless noted, calls come from the whole dose curve; as a rule, active = well fitted curve in the direction sought with a large enough effect; inconclusive = small, poorly fitted or top-dose-only effect, or another doubt; inactive = no such curve, though single readings can be large; an effect the other way counts as inactive or inconclusive. Compounds as they come; about 21% have a hit in one of these screens.
structure	LmPK inhibitor	CHX counter	Shiga toxin inh	AMA1-RON2 inh	TbPYK inhibitor	Pf growth 48h	Pf growth 96h
CC(=O)Cn1cnc2c(cnn2-c2ccccc2)c1=O	-3%	21*	34*	-7%	0%	39%[activator]	2%
COc1ccccc1N1CCN(S(=O)(=O)Cc2ccccc2Cl)CC1	3%	-2	20	0%	1%	?	11%
O=C(c1ccc([N+](=O)[O-])cc1)c1cc2ccc(O)cc2oc1=O	-5%	-3	-5	-4%	-14%	32%[activator]	26%
CN(CCOc1ccccc1)C(=O)C1CCN(C(=O)c2ccc(Cl)cc2)CC1	-10%	-1	-9	-9%	0%	?	?
CCOc1ccc(C(=O)c2ccc(OCC)c(N)c2)cc1N	5%	10	22	-15%	7%	21%	27%
O=C(Nc1ccc(N=Nc2ccccc2)cc1)c1cccc(Cl)c1	2%	-1	0	-1%	1%	26%	53%[activator]
CCCC(NS(=O)(=O)c1ccc(OC)cc1)C(=O)O (centres undefined)	0%	1	25	2%	-7%	?	?
O=C(COC(=O)c1cc(Br)ccc1O)Nc1ccc2c(c1)OCO2	·	·	·	-1%	0%	?	-18%
CC(=O)Nc1ccc(NC(=O)CCc2nc3ccccc3c(=O)[nH]2)cc1	4%	-1	-2	7%	0%	86%[activator]	69%[activator]
CCN1CCc2c(C#N)c(N3CCCCC3)nc(NCc3ccccc3)c2C1	1%	-2	5	18%	-3%	?	2.6µM*
O=C1CSC(c2cccc(F)c2)N1c1ccc(O)cc1 (centres undefined)	11%	-1	-8	-8%	-6%	5%	·
O=C1c2ccsc2SCCN1Cc1c(F)cccc1Cl	-1%	2	32	6%	1%	·	?
CCCCn1nc(C(=O)Nc2cc(S(=O)(=O)N(C)C)ccc2C)c2ccccc2c1=O	0%	3	-7	-6%	3%	116%[activator]	0%
Cc1c(C(=O)N2CCOCC2)oc2ccc(S(=O)(=O)N3CCCC3)cc12	6%	9	9	11%	-1%	-17%	?
CCOc1ccc(NS(=O)(=O)c2ccc(OCC)c3ncccc23)cc1	2%	-2	-31	6%	3%	-24%	·
Cc1ccc(OCCn2cnc3sc(C(N)=O)c(C)c3c2=O)cc1	-1%[11.5 µM]	10	-3	·	·	?	12%
O=c1oc2ccccc2n1CCCOc1ccccc1	7%	33*	95*	3%	4%	42%[activator]	12µM*
O=C1CCCC(O)=C1C=NCc1ccccc1	-4%	4	20	12%	-1%	-2%	-14%
CCCCSc1ccc2nc(-c3ccc(C#N)cc3)cn2c1	-3%	58*	58	8%	-5%	18%	-25%
O=C(NNc1ccc([N+](=O)[O-])cc1)C12CC3CC(CC(C3)C1)C2	-1%	-1	-6	-6%	-1%	?	33%[activator]

# Brought forward from above: 2 entries, followed by the next part.
structure	LmPK inhibitor	CHX counter	Shiga toxin inh	AMA1-RON2 inh	TbPYK inhibitor	Pf growth 48h	Pf growth 96h
CCCCSc1ccc2nc(-c3ccc(C#N)cc3)cn2c1	-3%	58*	58	8%	-5%	18%	-25%
O=C(NNc1ccc([N+](=O)[O-])cc1)C12CC3CC(CC(C3)C1)C2	-1%	-1	-6	-6%	-1%	?	33%[activator]
CNC(=O)C1=C(C)Nc2nc3ccccc3n2C1c1cccc(OC)c1 (centres undefined)	6%	-2	-3	6%	-8%	·	90%[activator]
O=C(NCCN1CCOCC1)c1ccc(Cl)cc1[N+](=O)[O-]	-3%	1	-15	3%	4%	-8%	?
CCC1CCCCN1CCNS(=O)(=O)c1ccc2c(c1)CCN2C(C)=O (centres undefined)	4%	-3	-13	19%	4%	?	?
COc1ccc(S(N)(=O)=O)cc1C(=O)NCC(C)(C)N1CCOCC1	3%	-1	5	10%	8%	-4%	34%[activator]
O=C(O)c1ccc(S(=O)(=O)N2CCOCC2)o1	0%	-7	-10	-11%	-1%	24%	33%[activator]
CCc1ccccc1NC(=O)CN(C)C(=O)CSc1nnc(Nc2ccc(C)cc2)s1	2%	-1	-9	8%	2%	-22%	?
O=C(c1ccccc1)c1coc2c1C(=O)c1ccccc1C2=O	-5%	33*	94*	11%	-7%	?	-16%
Cc1ccc(C2c3c(oc4ccc(Cl)cc4c3=O)C(=O)N2CCCN2CCOCC2)o1 (centres undefined)	2%	9.5*	17	·	·	?	?
CN(CC(=O)Nc1ccccc1Br)C(=O)CCSc1ccc(F)cc1	·	·	·	14%	1%	?	15%
Cc1ccc(SCc2cc(=O)n(C)[nH]2)cc1	-2%	8	55*	40%[activator]	-6%	17%	-15%
COC(=O)c1ccccc1OCCOCCOc1cccc2ccc(C)nc12	-1%	-3	-19	-7%	1%	-20%	-33%
Cc1nnc(N2C(=O)c3ccc(Br)cc3C2=O)s1	-5%	-3	2	-1%	-15%	12%	?
COc1cc(C(=O)NNC(=S)NCc2ccco2)cc(OC)c1OC	0%	-1	-2	79%[activator]	5%	-14%[5.75 µM]	92%[activator][5.75 µM]
COCCCn1c(=O)c2ccccc2n(CC(=O)Nc2ccc3c(c2)OCCO3)c1=O	-2%	-4	-8	-2%	4%	?	51%[activator]
O=C(OC1CCN(CCCl)CC1)C(c1ccccc1)c1ccccc1	·	·	·	-2%	-1%	?	?
O=C1C2CC=C(Cl)CC2C(=O)N1CCCCCCN1C(=O)C2CC=C(Cl)CC2C1=O (centres undefined)	3%	1	-13	1%	0%	·	12µM*
COCCn1c(C)cc(C(=O)COC(=O)c2ccc(-n3nc(C)cc3C)cc2)c1C	0%	11	15	-2%	-5%	8%	-17%
CCCCOC(=O)c1ccc(NC(=O)c2c(Cl)ccc(Cl)c2OC)cc1	4%	-2	2	9%	-4%	-1%	5.2µM*
O=C(Nc1ccc(Br)cc1)/C(=C/c1cccc([N+](=O)[O-])c1)NC(=O)C1CCCCC1	9%	-2	30	14%	5%	·	?
Cc1ccc(NC(=O)CSCC(=O)NNC(=O)c2nn(C)c(=O)c3ccccc23)cc1	·	·	·	65%[activator][11.6 µM]	-2%	-10%	-18%
CCc1ccc2[nH]c(=O)c(C(c3nnnn3CCOC)N3CCN(c4ccc(F)cc4)CC3)cc2c1 (centres undefined)	0%	2	18	-12%	7%	?	-10%
O=C(COc1ccccc1)Nc1ccc2c(c1)nc1n2CCSC1	3%	24*	146	33%[activator]	-10%	13%	34%[activator][5.75 µM]
Cc1ccccc1-n1nnnc1SCC(=O)Nc1ccc(S(=O)(=O)N2CCCC2)cc1	9%	0	2	-3%	4%	?	-3%
O=C(O)CSC1CC(=O)N(c2ccc(Br)cc2)C1=O (centres undefined)	5%	1	-10	-2%	-19%	-8%	-3%
CCCn1nc2cc(C(=O)NCc3ccc4c(c3)OCO4)ccc2c1OCC	2%	1	-2	-7%	-4%	?	?
Cn1cccc1C(=O)NC(=O)COC(=O)c1ccccc1Sc1ccccc1C#N	-1%	-8	-1	-10%	0%	7%	16%
Cc1ccc(NC(=O)c2ccccc2NS(=O)(=O)c2ccc(F)cc2)cc1S(=O)(=O)N1CCCCC1	0%	-1	-2	-3%[11.6 µM]	7%	13µM*	12µM*
Cc1ccccc1C(=O)Nc1cccc(NC(=O)c2cccnc2)c1	-4%	-5	10	14%	-2%	2%	-1%
O=C1C(SC(F)(F)C(F)F)=C(C(F)(F)F)OC2C3C=CC(C3)C12 (centres undefined)	1%	8	-13	5%	-3%	24%	1%
COC(=O)c1nn(-c2nc(-c3cccc(OC)c3)cc(C(F)(F)F)n2)cc1[N+](=O)[O-]	6%	-6	3	11%	-8%	-6%	?
Cc1ccc(S(=O)(=O)NC(=O)Nc2nnc(C3CC3)s2)cc1	-1%	-3	-2	24%	·	8%	32%[activator]
O=C(NC1=NCCS1)c1cc(Cl)ccc1Cl	-3%	4	-3	1%	-2%	5%	3%
Cc1ccccc1C(=O)OCc1nnc(-c2ccc(Cl)cc2)o1	1%	25*	45*	26%	1%	19%	39%[activator]
Cc1ccc(S(=O)(=O)NNC(=O)Nc2cccc(C)c2C)c(C)c1	-1%	1	-16	-3%	2%	11%	?
CC1(C)Cc2ccccc2C(/C(=N/O)C(N)=O)=N1	-1%	-3	-8	7%	2%	-12%	?
Cc1ccc(NC(CC(=O)c2ccccc2)C(=O)O)cc1Cl (centres undefined)	-15%	41*	71*	1%	-3%	392%[activator]	i
COc1ccccc1-n1c(SCC(=O)O)nnc1-c1ccc(S(=O)(=O)N2CCCCC2)cc1	-5%	-3	39	-5%	-25%	-6%	12µM*
CC1CCN(C(=O)CN(C)S(=O)(=O)c2cccc3nsnc23)CC1	4%	0	-9	2%	-5%	?	?
Clc1ccccc1Cn1nnc2c(Nc3ccccc3)ncnc21	3%	16*	79	-7%	6%	-8%	?
O=C(NN1C(=O)NC2(CCCCC2)C1=O)c1ccc(-c2ccc(Cl)cc2)o1	·	·	·	-5%[11.6 µM]	4%	-19%	-5%
COc1cc(NC(=O)c2ncn[nH]2)cc(OC)c1OC	2%	-2	-6	3%	1%	-15%	-2%
Cc1nnc(SCCn2c(N3CC(C)CC(C)C3)nc3c2c(=O)n(C)c(=O)n3C)s1 (centres undefined)	-2%	-2	6	0%	7%	10%	-3%
Cc1c(Cl)cccc1NC(=S)NC1CCN(Cc2ccccc2)CC1	-1%	-3	-17	12%[11.6 µM]	-7%	?	?
COc1cc(NS(=O)(=O)c2ccc(NS(=O)(=O)c3ccccc3)cc2)nc(OC)n1	3%	-4	-13	-2%	2%	1%	40%[activator]
Cc1nc(N2CCOCC2)nc(OC(C)C)c1[N+](=O)[O-]	0%	-2	-12	-3%	2%	7%	21%
O=C(COC(=O)Cc1ccc(Cl)c(Cl)c1)Nc1ccc2[nH]c(=O)[nH]c2c1	·	·	·	-17%	-6%	14%	19%
NC(=O)c1ccc(C2SCC(=O)N2CCc2ccccc2)cc1 (centres undefined)	·	·	·	-8%	-4%	-6%	31%[activator]
Cc1cc(C)cc(-n2nnc(C(=O)NCc3ccc(Cl)cc3)c2N)c1	3%	-2	4	-6%	1%	?	-19%
COC(=O)C1=C(C(=O)OC)[C@@H]2N(C)c3ccc(OC)cc3[C@@]23C[C@@H](C(=O)OC)N(C(=O)CC(C)C)C3=N1	0%[11.5 µM]	·	·	?	-19%	·	·
Cc1cccc(OCC(=O)Nc2ccc3c(c2)nc(CCN2CCN(c4ccccn4)CC2)n3C)c1	5%	-1	-2	-5%	-1%	?	?

# The results go on.
structure	LmPK inhibitor	CHX counter	Shiga toxin inh	AMA1-RON2 inh	TbPYK inhibitor	Pf growth 48h	Pf growth 96h
CCCCn1c(=O)[nH]c(=O)c2c1nc(-c1ccccc1F)n2Cc1ccccc1OC	11%	-1	-8	-19%	-3%	?	?
Cc1cc(C)nc(SC2CC(=O)N(c3ccc(Cl)cc3)C2=O)n1 (centres undefined)	1%	-3	16	5%	5%	?	7%
COc1ccc(CC(=O)Nc2ccc(N3CCCCC3)cc2)cc1	4%	25	32	1%	-1%	13%	28%
CC(C)c1cccc(C(C)C)c1OC(=O)NC(=O)c1c(F)cccc1F	-3%	11	2	5%	-6%	?	-4%
